Screening results as filed in PubChem BioAssay.
ABHD4 inh – ABHD4 (mouse) inhibition, primary FP screen; inhibition, % at 8.92 µM; hit rate 0.54% among 370,000; Q8VD66; purified mABHD4, FP-Rh probe fluorescence polarization;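 active = inhibition exceeding the mean over every tested compound plus 3 SD, cut at about 30% in these data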;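 note: 0% = plate median of compound wells and 100% = S159A mutant with DMSO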
Target sequence (Q8VD66 whole entry, looked up): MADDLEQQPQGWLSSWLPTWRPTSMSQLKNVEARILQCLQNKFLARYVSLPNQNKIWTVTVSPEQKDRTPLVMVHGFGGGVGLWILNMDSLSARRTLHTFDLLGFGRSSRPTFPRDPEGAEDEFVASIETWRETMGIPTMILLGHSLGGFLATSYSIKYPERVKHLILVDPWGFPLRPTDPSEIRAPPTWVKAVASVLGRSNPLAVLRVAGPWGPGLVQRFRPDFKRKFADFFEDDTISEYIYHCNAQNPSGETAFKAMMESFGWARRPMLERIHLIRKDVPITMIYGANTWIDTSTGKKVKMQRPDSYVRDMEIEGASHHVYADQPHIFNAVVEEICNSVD
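Test system: mABHD4 protein | Buffer or medium: HEPES pH 7.0 buffer, 150 mM NaCl, 0.01% Pluronic F-127 | Probe or stimulus: FP-Rh fluorescent activity-based probe, added after compound pre-incubation | Timing: Pre-incubation 45 min, probe exposure 60 min, at 25 °C | Technique: Fluorescence polarization, excitation 525 nm, emission 598 nm, BODIPY TMR filters | Repeats: Single well per compound (singlicate)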
HTRA1 inhibitor – HTRA1 (human) protease inhibition; Q92743; recombinant HTRA1, FP-rhodamine activity-based probe, fluorescence polarization; inhibition, % at 5.96 µM; hit rate 0.5% among 340,000; in the data active = inhibition above about 36%;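 note: 0% = enzyme with DMSO and 100% = wells lacking enzyme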
UHRF1 binding – UHRF1 methyl-DNA binding inhibition | Q96T88 | UHRF1 binding to methylated oligo, TR-FRET | inhibition, % at 4.4 µM | hit rate 0.75% among 370,000 | AID 687016; in the data active = inhibition above about 21%;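 note: UHRF1 SRA domain binding a hemimethylated CpG hairpin DNA probe; 0% = median of test compound wells and 100% = reference inhibitor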
LEDGF integ inh – blocks HIV-1 LEDGF/p75-dependent DNA integration | TR-FRET IN-LEDGF/p75 DNA integration, Eu/Cy5 | inhibition, % at 3.7 µM | hit rate 0.64% among 370,000 | AID 743269;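 active = inhibition above the screen-wide mean plus 3 SD, cut at about 13% in these data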;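 note: signal is the Cy5 over europium emission ratio at 671 and 618 nm; 0% = plate median of compound wells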
PG9 Ab binder – small molecules binding HIV-1 gp120 antibody PG9; TR-FRET gp120-PG9 antibody binding; inhibition, % at 6.7 µM; hit rate 0.43% among 360,000; AID 624416; in the data active = inhibition above about 8.5%
rCAG RNA binder – molecules binding r(CAG) RNA repeats; hit rate 1.3% among 370,000; AID 651821; r(CAG) RNA repeat, TO-PRO-1 dye displacement fluorescence; inhibition, % at 3 µM;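 active = inhibition above the plate cutoff, the mean of all test compounds on that plate plus 3 SD, cut at about 35% in these data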;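 note: 0% = DMSO alone and 100% = 100 µM mitoxantrone as full dye displacement; higher means more dye released from RNA so lower well fluorescence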
TCR CD3 inh – human TCR-CD3 binding inhibition; TAMRA-labeled TCR probe fluorescence, biochemical; inhibition, % at 9.4 µM; AID 651800; hit rate 0.37% among 360,000; in the data active = inhibition above about 19%;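 note: recombinant mutant TCR 2C K166C tagged with TAMRA read by polarization; 0% = receptor in buffer alone and 100% = receptor with positive control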
PRMT1 FP inh – inhibitors of human PRMT1; recombinant PRMT1, activity-based probe fluorescence polarization; hit rate 1.3% among 370,000; inhibition, % at 2.79 µM;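 active = inhibition above about 21% made by adding two undisclosed values, limit read from the data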
Rev-erbA mod – Rev-erb alpha (human) modulation. activity, % at 10 µM. AID 1259318. Rev-erbα–FITC-DNA binding, fluorescence polarization, 90 min. P20393. hit rate 0.79% among 370,000;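 active = activity above about 14%, limit read from the data; passing the limit was not always enough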;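 note: 0% = DMSO wells with 35 nM protein and 100% = DMSO wells with 750 nM protein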
Target sequence (P20393 whole entry, looked up): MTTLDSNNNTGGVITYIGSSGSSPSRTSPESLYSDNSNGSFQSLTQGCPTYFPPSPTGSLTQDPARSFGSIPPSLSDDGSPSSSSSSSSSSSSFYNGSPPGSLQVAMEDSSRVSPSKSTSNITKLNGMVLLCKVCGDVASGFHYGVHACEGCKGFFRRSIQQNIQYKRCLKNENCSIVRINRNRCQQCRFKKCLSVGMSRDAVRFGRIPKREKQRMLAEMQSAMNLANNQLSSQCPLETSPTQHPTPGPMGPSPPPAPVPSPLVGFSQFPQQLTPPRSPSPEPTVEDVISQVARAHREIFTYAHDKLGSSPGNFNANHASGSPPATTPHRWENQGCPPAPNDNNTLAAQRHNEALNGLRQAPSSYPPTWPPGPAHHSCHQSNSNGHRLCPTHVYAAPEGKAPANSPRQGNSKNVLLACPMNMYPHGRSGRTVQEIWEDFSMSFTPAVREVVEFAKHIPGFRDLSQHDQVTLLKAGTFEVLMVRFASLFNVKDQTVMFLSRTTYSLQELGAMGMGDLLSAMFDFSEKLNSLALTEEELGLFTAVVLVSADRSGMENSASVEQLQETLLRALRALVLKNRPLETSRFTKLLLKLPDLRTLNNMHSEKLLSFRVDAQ
MBD2 DNA inh – MBD2-methylated oligo binding inhibition. Q9UBB5. TR-FRET, MBD2 binding to methylated oligonucleotide. inhibition, % at 4.4 µM. hit rate 0.31% among 370,000; in the data active = inhibition above about 13%
* hit, by the source's call; x = not tested or not shown; & = joins results of further samples. Some of the compounds tested, so the mix of outcomes need not match the whole.

SMILES | ABHD4 inh | HTRA1 inhibitor | UHRF1 binding | LEDGF integ inh | PG9 Ab binder | rCAG RNA binder | TCR CD3 inh | PRMT1 FP inh | Rev-erbA mod | MBD2 DNA inh
O=C(CSc1n[nH]c(-c2ccccc2O)n1)N1CCOCC1 | 4.9 | 3.3 | -0.7 | 3.0 | -0.8 | -2.2 | 9.7 | -1.5 | -1.3 | -2.4
Cc1ccc(S(=O)(=O)c2c(N)n(CCN3CCOCC3)c3nc4ccccc4nc23)cc1C | 6.0 | -3.7 | 1.8 | 0.7 | 25.5* | 0.6 | -1.2 | -1.5 | 20.1 | -0.8
CCOC(=O)c1[nH]c2ccccc2c1NC(=O)CN1CCCCC1 | 0.5 | 1.2 | -1.4 | -0.3 | -0.3 | -7.3 | -3.7 | 3.8 | 0.1 | 8.4
Brc1ccc(-c2csc(N/N=C/c3ccco3)n2)cc1 | 7.4 | 4.0 | -2.2 | 3.7 | 0.1 | 17.1 | -4.3 | 4.6 | 3.8 | -4.2
CC(=O)c1ccc(S(=O)(=O)N(C)CCCC(=O)N(C)Cc2ccccc2F)cc1 | -3.1 | 2.2 | -0.2 | 1.9 | -1.0 | -2.5 | 5.8 | -0.5 | -0.2 | -0.9
C=CCN(C(=O)CNC(=O)c1ccco1)C(C(=O)NC1CCCCC1)c1ccccc1F (stereo unspecified) | -2.9 | -1.7 | -1.0 | 0.8 | 1.0 | -5.4 | 3.9 | 0.4 | 1.0 | 2.6
Cc1ccc(-c2cc3nn(-c4ccccc4)c(N)c3c(=O)o2)cc1 | -13.0 | -40.4 | -2.0 | -2.4 | -0.4 | 7.4 | 0.0 | -0.4 | -0.6 | 0.5
COc1ccc(OC)c(NC(=O)c2cc(S(=O)(=O)NCc3ccco3)ccc2F)c1 | 1.7 | -17.4 | 1.3 | -0.1 | -0.8 | 8.5 | -1.5 | 2.2 | -3.9 | 5.2
COc1ccc(-n2nnnc2SCC(=O)Nc2nnc(C)s2)cc1OC | -0.1 | 9.8 | -2.0 | 2.5 | -0.9 | 0.6 | 3.0 | -0.3 | 1.1 | 2.6
O=C(O)CSc1cnc2ccccc2n1 | 1.7 | 2.9 | 3.9 | -0.3 | 0.0 | 1.0 | 3.2 | -0.6 | -2.0 | 3.6
CSc1nc2cc(C)nn2c(-c2ccc(C(C)(C)C)cc2)c1C#N | -2.9 | 8.8 | -1.6 | 3.0 | -2.4 | -1.6 | -6.7 | -5.4 | 44.4* | -1.6
O=P(O)(O)CCP(=O)(c1ccccc1)c1ccccc1 | -2.8 | -1.7 | -0.9 | 1.2 | -1.6 | 1.0 | 2.6 | 2.9 | -1.5 | 2.8
O=C(c1ccc(F)c(F)c1)N1CCC(Oc2cccnc2)CC1 | -0.3 | x | 4.8 | 5.1 | x | 0.6 | x | -7.9 | -0.7 | 6.3
C=CCNC(=O)COC(=O)c1ccc(Cl)c(S(N)(=O)=O)c1 | 3.8 | -6.3 | 4.0 | -3.2 | -0.8 | 0.9 | -6.3 | 5.3 | -4.0 | -3.5
CC1(C)CC2CC(C)(CN2C(=O)c2cc(-c3ccc(O)cc3)on2)C1 (stereo unspecified) | -8.6 | -53.0 | -2.3 | 4.2 | -1.2 | 5.5 | 6.6 | -2.7 | 3.6 | 1.2
Cc1cc2n(n1)SC(Nc1ccccc1)N2 (stereo unspecified) | 4.3 | -1.4 | -0.2 | 1.3 | 1.1 | 0.1 | 2.5 | 6.1 | 2.8 | 4.5
CC(C)OCCCn1c(=S)[nH]c2ccc(N3CCOCC3)cc2c1=O | 3.4 | 5.6 | -3.2 | -5.7 | 1.2 | -0.3 | 6.7 | 1.7 | -2.0 | -0.9
CC(C)Oc1ccc(C(CCNCc2ccc(O)cc2)c2ccccc2)cc1 (stereo unspecified) | 4.6 | -8.9 | -2.2 | -3.4 | -0.3 | 12.5 | 3.7 | 0.2 | 14.3 | 65.2*
Cc1ccc(C(=O)Nc2nnc(COCCO)s2)cc1 | -4.3 | x | 3.2 | 1.4 | -1.3 | -1.9 | -5.3 | 4.0 | -4.8 | 7.0
CC(C)CCN1CCC(n2nccc2NC(=O)C2CCOC2)CC1 (stereo unspecified) | 4.1 | -1.8 | 1.4 | 0.3 | -0.3 | 1.1 | 6.7 | 2.5 | 0.2 | -6.2
Cc1ccc(NC(=O)CS(=O)CC(=O)Nc2cccc(C)c2C)cc1F (stereo unspecified) | 3.5 | -7.1 | 0.9 | 1.8 | 0.5 | -2.3 | 2.4 | -0.5 | -4.9 | -4.3
O=C(COC(=O)C1c2ccccc2Oc2ccccc21)Nc1ccc2c(c1)OCO2 | -11.0 | -10.4 | -3.1 | -1.3 | -0.4 | 8.7 | 6.8 | -2.0 | 0.6 | 1.0
CCn1c(=O)c(C(=O)NNC(=O)c2ccc(Cl)cc2Cl)c(O)c2ccccc21 | 4.8 | 4.1 | -2.8 | 0.6 | -1.3 | 5.6 | 5.2 | -2.5 | 0.6 | 0.0
CC(=O)c1ccc(OCc2cc(C(=O)NCC3CCCCO3)no2)cc1 (stereo unspecified) | 2.1 | 0.4 | -1.9 | -0.3 | -0.3 | 1.3 | 1.8 | -3.0 | 1.6 | 0.1
Cc1ccc(S(=O)(=O)/N=C/c2ccc(N(C)C)cc2)cc1 | 5.4 | 1.1 | -2.2 | 2.8 | 0.2 | -3.0 | -11.4 | -0.7 | 6.8 | -4.7
O=C(C1CCCO1)N1CCC(O)(c2ccccc2)CC1 (stereo unspecified) | 0.1 | 2.1 | -0.9 | 0.2 | -1.6 | -2.8 | 4.9 | 1.5 | -4.7 | 3.2
O=C(O)c1ccccc1-c1ccccc1C(=O)Nc1ccc(-c2nc3cc(Cl)ccc3o2)cc1 | -65.6 | -79.4 | -0.9 | 2.4 | 0.8 | 71.1* | -9.5 | 5.6 | -8.8 | -0.9
COc1n[nH]c(C(=O)Nc2nc3ccccc3s2)c1[N+](=O)[O-] | 15.2 | 5.3 | -2.3 | 2.5 | -1.9 | 20.2 | 2.5 | 2.3 | 0.9 | 0.9
COc1nc(C)cc(C)c1S(=O)(=O)c1ccc(Cl)cc1 | 6.0 | -8.1 | 1.6 | 2.3 | -1.1 | -3.5 | -3.0 | 0.5 | 0.8 | 0.3
CCOc1ccccc1C1CC(=O)Nc2cc3c(cc21)OCCO3 (stereo unspecified) | 2.4 | -3.4 | 23.4* | 4.6 | -3.5 | -2.7 | -0.8 | -0.8 | 4.4 | -1.5
COc1ccc(N2CCN(S(=O)(=O)c3cc4c5c(c3)C(C)C(=O)N5CCC4)CC2)cc1 (stereo unspecified) | -4.7 | -1.2 | 4.7 | 3.7 | -2.4 | 6.4 | -3.4 | -3.0 | -3.7 | -0.2
COc1cc(CC(=O)NCCCc2ccccc2)cc(OC)c1OC | 5.1 | -1.9 | 1.8 | 3.7 | 0.3 | -4.5 | -5.0 | -0.8 | -6.8 | 2.7
COc1ccccc1C(=O)Nc1ccc2c3c(cccc13)CC2 | 4.2 | -25.1 | -1.7 | 2.2 | -1.9 | 13.3 | 12.3 | -0.6 | 0.5 | -4.7
CCN(CC(=O)Nc1c(F)cccc1F)C(=O)c1cc2c(cc1Cl)N1CCCCCC1=NS2(=O)=O | 4.7 | 1.0 | -0.3 | -2.7 | -1.0 | 2.8 | 2.0 | -0.5 | 12.0 | -1.4
CCOC(=O)C1CCCN(C(=O)c2cc(OC)ccc2Br)CC1 (stereo unspecified) | 5.4 | x | -2.0 | -3.0 | -0.9 | 0.4 | 4.3 | -1.7 | 4.2 | 0.3
O=C(Nc1ccc(OCCO)cc1)c1csc([C@@H]2O[C@H](CO)[C@H](O)[C@H](O)[C@H]2O)n1 | 3.1 | x | 1.6 | -3.7 | -1.6 | 1.1 | -5.4 | 2.5 | -6.7 | 0.4
COc1ccc(COC[B-](F)(F)F)cc1 | 43.6* | 5.6 | -3.0 | 3.6 | -0.6 | 2.3 | 5.9 | -2.8 | 5.9 | 0.1
CCOC(=O)c1[nH]nc(-c2c(O)cc(C)cc2O)c1-c1csc(C)n1 | 4.3 | -4.4 | -1.2 | 1.5 | 0.5 | 0.4 | -8.8 | 2.6 | 1.1 | 4.0
CNC(=O)Oc1ccc2c(c1)[C@]1(C)CCN(C)[C@@H]1N2C | 5.1&6.5 | -0.7&3.6 | -2.0&-2.9 | -1.7&-0.2 | -0.3&0.4 | 1.8&1.1 | 4.7&-2.2 | -1.3&1.6 | -6.8&-4.5&-5.4 | 0.6&0.0
C=C(C)C1CCC(C)=C1COC(=O)Nc1ccccc1 (stereo unspecified) | -13.6 | -19.7 | -1.5 | -3.1 | -0.6 | -2.9 | 9.8 | -0.7 | -1.1 | 1.4
COc1ccccc1CNC(=O)/C=C/C(=O)O | 5.6 | 1.3 | -0.1 | -1.1 | 1.4 | -1.1 | -4.3 | -1.0 | 1.7 | 2.8
Cc1cccc(C(C(=O)NCc2ccc(F)cc2)N(C(=O)c2csnn2)C2CC2)c1 (stereo unspecified) | -4.9 | 4.4 | 0.6 | -2.6 | -1.7 | -4.8 | 3.9 | -4.9 | 0.0 | -6.2
O=c1c(O)c(-c2cccs2)oc2ccc(Cl)cc12 | 11.3 | 12.0 | -5.1 | 1.2 | 1.2 | -16.2 | 11.8 | 1.6 | 10.4 | -1.9
COc1ccc(-c2nnc(SCC(=O)c3ccc[nH]3)n2-c2ccccc2)cc1 | -10.9 | 1.6 | -0.7 | 0.8 | 0.1 | 6.4 | 2.1 | -1.5 | -1.7 | 2.6
CCC(c1nnnn1C1CCCC1)N1CCN(c2ccccc2F)CC1 (stereo unspecified) | -1.3 | 11.3 | 0.0 | 1.0 | 1.6 | -7.2 | 1.7 | -1.4 | -2.1 | -3.9
CC1CCN(c2ccc([N+](=O)[O-])cc2C(=O)O)CC1 | 1.2 | -3.9 | -2.6 | -1.8 | -0.6 | 2.1 | -5.9 | -0.6 | 5.3 | -4.2
Cn1c(=O)c2c(nc(Oc3ccc4c(c3)OCO4)n2Cc2ccc(Cl)cc2)n(C)c1=O | 3.1 | 9.3 | -1.5 | -1.3 | 1.6 | -1.0 | 7.6 | 0.9 | -0.7 | -3.3
COC(=O)[C@@]1(C(C)C)N=C(c2cc(OC)c(OC)c(OC)c2)[C@]2(O1)C(=O)N(Cc1cn(-c3ccccc3)nn1)c1cccc(Cl)c12 | 1.1 | x | 13.2 | -2.3 | x | 9.0 | x | -1.0 | 5.7 | 5.2
O=C(Nc1cccc(Cl)c1)Nc1ccc(Cl)cn1 | 5.2 | -0.3 | 2.3 | 1.2 | -0.5 | -2.2 | -3.3 | 0.0 | 3.7 | 2.8
Cc1nc2nc(SCC(=O)N3CCOCC3)nn2c(C)c1Cc1c(F)cccc1Cl | -7.3 | 6.9 | -3.4 | -0.6 | -0.9 | -6.7 | 10.0 | -1.4 | 3.8 | 3.2
CN1CCN(C(=O)c2cnn(-c3ccccc3)c2NC(=O)c2ccc([N+](=O)[O-])cc2)CC1 | -2.9 | 6.1 | 1.6 | -1.3 | -2.8 | 2.2 | -2.4 | 4.1 | 4.0 | 6.6
CCC(C)NC(=O)CC1Oc2ccc(C)cc2NC1=O (stereo unspecified) | 3.1 | 0.3 | -2.6 | 1.4 | 1.1 | 4.0 | 8.4 | 0.0 | 5.3 | -8.5
